Compound activity from PubChem.
IMPase Li cell = cell-permeable IMPase inhibitors with lithium potentiation. Potency, µM (top dose mostly 59.4 µM), for inactives: top-dose activity, negative = IMPase inhibition, most hits filed as inhibitors. CHO-M1 cells, IP1 TR-FRET (IP-One), carbachol + lithium. 210,000 tested, 0.35% active;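 note: IP1 builds up when IMPase is blocked and the TR-FRET signal falls; potency is the fitted concentration of half-maximal effect; plate controls were basal vehicle for no effect and high inhibitor control for full effect; nearly all actives have a fitted effect of over 50% in size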
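Test compounds were applied to CHO-M1 cells previously cultured for 16–30 h at 2000 per well. A small lithium amount accompanied them; after 30 min at 37C, IP1 was quantified by TR-FRET.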
Epigenetic derep = derepresses silenced GFP reporter in murine cells; murine LDR cells, GFP reporter derepression, 30 h; Potency, µM (titrated, usually from 53.9 µM), without a hit: at the highest dose GFP activation, actives largely listed as activators; 280,000 tested, 0.2% active; AID 1865; note: potency is the fitted concentration of half-maximal effect; % of control where 0% means no effect; nearly all actives have a fitted effect of over 60% in size
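Murine LDR cells carrying a silenced, genomically integrated CMV-driven GFP reporter were exposed to compound for 30 hours at 37 C. After PBS washes, GFP-positive cells (20–120 um objects) were counted by laser-scanning microplate cytometry.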
HTT aggregate = reduces HttQ103-GFP aggregates in PC12 cells; PC12 HttQ103-GFP aggregates, Acumen cytometry, 40 h; Potency, µM (titrated, usually from 46.1 µM), inactives show at the top dose activity change, negative = inhibition, actives largely listed as inhibitors; 220,000 tested, 1.1% active; note: potency is the fitted concentration of half-maximal effect; % is set by controls: 0 for no effect and ±100 for the full control effect; nearly all actives have a fitted effect of over 60% in size
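Quantitative HTS on tebufenozide-induced (100 nM) PC12 cells stably expressing polyQ103 Huntingtin exon 1–GFP. Reduction of bright GFP aggregates, detected by laser scanning cytometry after lysis, identified actives across the titration.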
NPSR antagonist = antagonists of human neuropeptide S receptor cAMP signaling | Potency, µM (highest dose often 38.3 µM), for the others: at the top dose activity change, negative = inhibition, actives largely listed as inhibitors | 220,000 tested, 1% active | Q6W5P4 | CHO-NPSR cells, cAMP TR-FRET, antagonist mode; note: potency is the fitted concentration of half-maximal effect; % is set by controls: 0 for no effect and ±100 for the full control effect; nearly all actives have a fitted effect of over 50% in size; many of its hits are not listed in these tables
Target sequence (Q6W5P4 whole entry, looked up): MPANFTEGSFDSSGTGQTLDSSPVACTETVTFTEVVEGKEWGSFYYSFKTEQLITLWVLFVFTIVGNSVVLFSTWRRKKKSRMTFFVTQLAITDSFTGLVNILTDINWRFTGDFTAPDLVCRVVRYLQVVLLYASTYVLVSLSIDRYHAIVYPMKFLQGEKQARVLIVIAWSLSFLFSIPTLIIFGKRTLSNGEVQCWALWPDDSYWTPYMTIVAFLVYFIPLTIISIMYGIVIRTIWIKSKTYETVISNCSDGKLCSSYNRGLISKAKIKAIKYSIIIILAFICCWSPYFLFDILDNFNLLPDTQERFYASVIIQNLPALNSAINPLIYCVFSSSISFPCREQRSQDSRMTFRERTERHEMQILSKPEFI
CBFb RUNX1 block = blocks binding between human CBF-beta and RUNX1 | AlphaScreen CBFb-His/RUNX1-biotin binding, biochemical | Potency, µM (top dose mostly 59.8 µM), for the others: top-dose activity, negative = inhibition, most hits filed as inhibitors | 230,000 tested, under 10 active; note: % of control where 0% means no effect
Target sequence (Q01196 whole entry, looked up): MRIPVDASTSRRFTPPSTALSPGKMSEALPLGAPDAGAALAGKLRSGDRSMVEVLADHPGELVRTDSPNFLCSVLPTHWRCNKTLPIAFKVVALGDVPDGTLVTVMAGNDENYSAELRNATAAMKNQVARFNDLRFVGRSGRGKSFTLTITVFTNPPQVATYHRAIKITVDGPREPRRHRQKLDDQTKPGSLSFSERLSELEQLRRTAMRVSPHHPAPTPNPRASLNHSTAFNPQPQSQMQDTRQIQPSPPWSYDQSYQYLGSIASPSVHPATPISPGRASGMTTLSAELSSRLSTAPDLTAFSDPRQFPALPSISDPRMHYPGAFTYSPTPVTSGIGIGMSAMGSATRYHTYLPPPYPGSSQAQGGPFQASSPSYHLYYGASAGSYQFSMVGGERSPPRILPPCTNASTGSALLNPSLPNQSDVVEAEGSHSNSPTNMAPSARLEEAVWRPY
Target sequence (Q13951 whole entry, looked up): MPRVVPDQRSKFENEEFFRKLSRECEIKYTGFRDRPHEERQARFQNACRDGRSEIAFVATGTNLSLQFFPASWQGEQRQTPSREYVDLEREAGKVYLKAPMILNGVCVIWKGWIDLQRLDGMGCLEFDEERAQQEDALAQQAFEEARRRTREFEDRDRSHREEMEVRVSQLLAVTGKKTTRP
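Bead-based AlphaScreen assay; binding partners His-tagged CBF-beta and biotinylated RUNX1 at 30 nM each. Compound exposure 15 min after a 20-min protein preincubation; bead step 90 min; all steps at room temperature.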
Luc counter = Kinase-Glo luciferase inhibition (counter-screen); Q27757; Kinase-Glo luciferase, ATP luminescence, 8 min; Potency, µM (top dose mostly 38.3 µM), for inactives: at the top dose activity change, negative = inhibition, most hits filed as inhibitors; 200,000 tested, 0.28% active; AID 1379; note: potency is the fitted concentration of half-maximal effect; % is set by controls: 0 for no effect and ±100 for the full control effect; nearly all actives have a fitted effect of over 60% in size
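Recombinant Kinase-Glo luciferase, 10 uM ATP (linear range), luciferin; imidazole pH 7.2 / KCl / MgCl2 / Tween / BSA buffer; 8 min RT; luminescence.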
Lamin A splicing = modulators of lamin A splicing | HeLa LMNA splicing GFP/RFP minigene ratio, 48 h | Potency, µM (titrated, usually from 46.1 µM), without a hit: at the top dose ratio change, negative = inhibition, usual class: inhibitors | 200,000 tested, 0.01% active; active = well fitted inhibition curve with a large enough effect in the signal ratio, with a control signal flat, not every such curve was filed as active; inconclusive = small, poorly fitted or top-dose-only effect, or effect the other way, or a change in a side signal; the % refers to the signal ratio; note: potency is the fitted concentration of half-maximal effect; % is set by controls: 0 for no effect and ±100 for the full control effect
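S3 HeLa stable clones carrying a lamin A-EGFP splicing minigene plus DsRed2 were seeded at 600 cells/well in Opti-MEM with 2% FBS, pin-dosed and incubated 48 h at 37°C. Acumen cytometry (488 nm) gave the GFP/RFP total-intensity ratio.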
The depositor's hits bear a star; ? = inconclusive; / = not tested or not shown; & = joins results of further samples; [ ] = dose if it differs, or a comment. Unless noted, calls come from the whole dose curve; as a rule, active = well fitted curve in the direction sought with a large enough effect; inconclusive = small, poorly fitted or top-dose-only effect, or another doubt; inactive = no such curve, though single readings can be large; an effect the other way counts as inactive or inconclusive. An excerpt. The share of hits here may be higher or lower than overall.

SMILES	IMPase Li cell	Epigenetic derep	HTT aggregate	NPSR antagonist	CBFb RUNX1 block	Luc counter	Lamin A splicing
Cc1cc(NC(=O)CSc2nc(-c3ccccc3)cs2)no1	16%[38.3 µM]	-0.8%	-6%	-5%[46.1 µM]	-2%	0%	19%
Cc1cc(C)c(C#N)c(SCc2ccccc2C(=O)O)n1	-1%[38.3 µM]	4.2%	-8%	-17%[46.1 µM]	10%	2%	2%
CCOc1ccc(S(=O)(=O)NCc2ccco2)c2ccccc12	1%[38.3 µM]	1.7%	15%	-6%[46.1 µM]	-7%	-7%	14%
CC(=O)c1c(C)oc2c1cc(O)c1ccccc12	/	1.6%	3%[9.22 µM]	-2%	3%	/	/
CCc1nc(NC2CCCCC2)c(C#N)c2c1COC(C)(C)C2	15%[38.3 µM]	6.7%	-25%	-3%[7.67 µM]	1%	0%	4%
CC(=O)NNC(=S)Nc1cc(S(=O)(=O)N(C)C)ccc1C	-4%	-1.5%	11%	8%	-21%	-3%	-16%
Clc1cccc2sc(N3CCCC3)nc12	22%[38.3 µM]	0.0%	-11%	1%[46.1 µM]	-1%	-2%	3%
COc1cccc(-n2nc(C(=O)O)c3ccccc3c2=O)c1	-9%	-1.0%	-3%	-9%[46.1 µM]	15%	2%	-10%
COc1ccc(-c2nnc3c4ccccc4c(C)nn23)cc1	-6%[38.3 µM]	-0.9%	25%	?	8%	8%	?
C#C[C@]1(O)CC[C@H]2[C@@H]3CCc4cc(OC5CCCC5)ccc4[C@H]3CC[C@@]21C	/	17%	10%	-58%	12%	/	?
CN(CC(=O)Nc1ccc(Cl)cc1)CC(=O)Nc1ccc(F)c(F)c1F	21%	-1.0%	-8%	-2%	-3%	6%	-18%
Cc1cccc(NC(=S)NCCc2ccccn2)c1	/	-3.6%	-13%[9.22 µM]	50%	-4%	/	/
CSc1ccccc1NS(=O)(=O)c1ccc2c(c1)OCCO2	21%[38.3 µM]	0.0%	-9%	-6%[46.1 µM]	7%	-3%	-2%
O=C(Nc1ccc(N2CCCCC2)cc1)c1ccc(F)cc1F	/	-0.3%	-4%[9.22 µM]	-1%	-5%	/	/
COc1ccccc1Nc1ncc(C(=O)Nc2ccc(OC)c(OC)c2)c2ccccc12	10%	14%&5.9%	-23%	-5%	15%	16%	-4%
O=C(CSc1ncccn1)NC(=O)c1ccccc1	-8%	-1.4%	-6%	18%	6%	4%	/
Clc1cc(Cl)c(OCc2nc(-c3ccccn3)no2)cc1Cl	-20%[38.3 µM]	-0.2%	?	?	0%	-10%	-3%
COC(=O)c1ccc(CSc2nc(C)nc3c2c(=O)n(C)c(=O)n3C)o1	14%	1.0%	5%	3%[46.1 µM]	0%	1%	-2%
Cc1cc(F)ccc1NC(=O)c1ccc(NS(=O)(=O)c2cc(C(C)(C)C)ccc2C)cc1	-3%	-0.9%	11%	-26%	5%	0%	?
c1ccc2c(c1)NC1(CCCC1)n1c-2nc2ccccc21	-16%[38.3 µM]	-1.0%	0%	?	8%	-5%	3%
CCn1c(=O)c(-c2nc3ccccc3[nH]2)c(O)c2ccccc21	-6%	1.1%	?	-53%	4%	-3%	/
CC(=O)Nc1ccc(O)cc1[N+](=O)[O-]	/	-0.7%	15%[9.22 µM]	-8%	7%	/	/
Cc1ccc(C)n1CCN1CCN(C(=O)CSc2nc3ccccc3nc2N2CCOCC2)CC1	6%[38.3 µM]	-1.0%	?	-15%[46.1 µM]	2%	-4%	?
CCN(C(=O)COc1cc(=O)n(CC)c2ccccc12)c1cccc(Cl)c1	16%[38.3 µM]	-3.0%	9%	-11%[46.1 µM]	-1%	-1%	-12%
CCOC(=O)C1=C(C)C(c2ccccc2OC)NC(=S)N1 (stereo not drawn)	-2%[38.3 µM]	1.0%	15%	-5%[46.1 µM]	-12%	3%	-2%
CC(NC(=O)C1(C)CC1(Br)Br)C(C)(C)C (stereo not drawn)	11%[38.3 µM]	-1.1%	9%	-2%[46.1 µM]	-2%	-2%	-1%
CCOc1cc2[nH]c(=O)n(Cc3ccc(C(=O)NCCCN4CCC(C)CC4)cc3)c(=O)c2cc1OCC	2%	-1.7%	?	4%	-3%	9%	-1%[46 µM]
O=C(NNS(=O)(=O)c1ccc(Br)cc1)c1sccc1-n1cccc1	-4%	4.0%	-3%	-18%	-7%	2%	?
CC(=O)Nc1ccc(C(=O)N(C)C(C(=O)Nc2ccccc2)c2ccccn2)cc1 (stereo not drawn)	-3%	0.0%	20%	12%	7%	-3%	-6%
O=C(O)c1ccc(-c2nc(-c3ccc(Cl)cc3Cl)cs2)cc1	-3%	1.0%	-2%	-28%	5%	2%	-19%[46 µM]
Cc1cccc(NC(=O)/C(C#N)=C\c2cn(CC(=O)O)c3ccccc23)c1	9%	-3.5%	9%	-2%	3%	5%	/
CCOC(=O)C(C(=O)Nc1ccc(C)cc1)C1CCCCC1 (stereo not drawn)	26%[38.3 µM]	0.0%	-7%	-17%[46.1 µM]	4%	-6%	-7%
COc1ccc(C(=O)Nc2ccc(NC(=O)c3cccs3)c(OC)c2)cc1Cl	11%	0.0%	/	-41%	3%	-3%	2%[46 µM]
Cc1ccc(NC(=S)/C(=C(\[O-])c2ccc(F)cc2)[n+]2ccccc2)cc1	7%	2.3%	-8%	-10%	-13%	-3%	1%[9.22 µM]
CCOC(=O)CCc1cccc2c1CCC2=O	4%[38.3 µM]	3.3%	2%	-7%[46.1 µM]	-4%	-2%	11%
Cc1ccc(C(=O)CSc2nnc(-c3ccccc3N)n2C)cc1C	4%	0.0%	7%	-11%[46.1 µM]	6%	1%	?
O=C(Nc1nc2cc3c(cc2s1)OCCO3)c1ccc(N2C(=O)CCC2=O)cc1	/	5.1%	12%[9.22 µM]	-23%	18%	/	/
COc1ccc(NC(=O)Nc2cccc(F)c2)c(OC)c1	7%	-0.4%	1%	-4%	4%	1%	/
COc1ccc(-c2c(C#N)c(N)nc3c2CCCCCC3)cc1OC	-25%[38.3 µM]	1.6%	2%	0%[46.1 µM]	-1%	-2%	4%
COc1ccc(OCC(=O)Nc2cc3oc4ccccc4c3cc2OC)cc1	-23%	1.5%	-15%	-32%	5%	-4%	-11%
CC(C(=O)Nc1cccc([N+](=O)[O-])c1)[n+]1ccccc1 (stereo not drawn)	5%	?	-9%[9.22 µM]	-15%	-2%	0%	/
Cc1ccc(CSc2nnc(-c3ccncc3)n2CC2CCCO2)cc1 (stereo not drawn)	4%[38.3 µM]	-1.2%	-8%	-3%[46.1 µM]	0%	-3%	5%
O=C(NNC(=O)c1cc2ccccc2o1)c1ccc(Cl)cc1	/	0.9%	-17%[9.22 µM]	10%	14%	/	/
CCS(=O)(=O)C(=C(Nc1ccc(OC)cc1)Nc1ccc(OC)cc1)S(=O)(=O)CC	-11%[38.3 µM]	2.3%	-13%	-12%[46.1 µM]	4%	-4%	8%
O=S(=O)(c1ccc(Cl)cc1)N1CCN(C(=S)Nc2ccccc2F)CC1	4%	-0.4%	-1%	-26%	-3%	5%	?
COc1cccc2c(=O)n(CC(=O)NCCc3ccccc3)ccc12	/	-6.7%	-25%[9.22 µM]	-6%	8%	/	/
Cc1cc(NC(=O)CSc2nnc(-c3ccncc3)n2C)n(-c2ccccc2)n1	/	0.0%	-20%[9.22 µM]	15%	5%	/	/
S=C(Nc1ccccc1Cl)N1CCCCC1	3%	-1.0%	-9%	10%	-15%	0%	?
CCN1CCN(CCCNC(=O)C2c3ccccc3C(=O)N(c3ccc(OC)cc3)C2c2ccc(OC)cc2)CC1 (stereo not drawn)	8%	-4.4%	2%	-32%	-1%	-3%	0%[46 µM]
Cc1ccc(C2C3=C(CC(C)(C)CC3=O)OC3=C2C(=O)CC(C)(C)C3)cc1	11%	0.0%	/	-29%	2%	1%	11%[46 µM]
CNC(=S)N/N=C/c1ccc(OCc2ccccc2)c(Br)c1	-6%	-5.6%	9%	-53%	-1%	-2%	-4%
CC1CCCCN1S(=O)(=O)c1cccc(S(=O)(=O)N2CCOCC2)c1 (stereo not drawn)	/	-1.2%	2%[9.22 µM]	-2%	0%	/	/
Cc1sc2ncnc(NCc3cccs3)c2c1C	23%[38.3 µM]	1.0%	16%	-18%[46.1 µM]	1%	-3%	?
COc1ccc(NC(=O)CCCn2cc([N+](=O)[O-])cn2)cc1	1%	-0.2%	10%	16%	0%	1%	-5%[9.22 µM]
CCC(=O)Nc1ccc(N2CCN(S(C)(=O)=O)CC2)cc1	-8%	0.0%	17%	6%	0%	0%	2%
N#CC1=C(N)Nc2ncnn2C1c1ccccc1 (stereo not drawn)	-2%	-1.3%	-5%	11%	5%	0%	13%
Cc1ccc(N2C(=O)C3CC(c4ccccc4)=C4C5C=CC(C6C(=O)N(c7ccc(C)cc7)C(=O)C56)C4C3C2=O)cc1 (stereo not drawn)	3%	1.9%	-1%	-15%	3%	-5%	-7%
CCN1CCN(c2cc(C(C)(C)C)nc3c(-c4ccccc4)c(C)nn23)CC1	17%[38.3 µM]	6.2%	-3%	?	12%	-3%	-5%
Cc1ccc(CC(=O)Nc2ncc([N+](=O)[O-])s2)cc1	21%	2.1%	/	13%	-12%	0%	?
O=C(Nc1ccc([N+](=O)[O-])cc1)c1cncc(Br)c1	8%	-1.9%[10.1 µM]	-25%[9.22 µM]	-1%	-2%	3%	/

Brought forward from above: 3 compounds, then new ones.
SMILES	IMPase Li cell	Epigenetic derep	HTT aggregate	NPSR antagonist	CBFb RUNX1 block	Luc counter	Lamin A splicing
CCN1CCN(c2cc(C(C)(C)C)nc3c(-c4ccccc4)c(C)nn23)CC1	17%[38.3 µM]	6.2%	-3%	?	12%	-3%	-5%
Cc1ccc(CC(=O)Nc2ncc([N+](=O)[O-])s2)cc1	21%	2.1%	/	13%	-12%	0%	?
O=C(Nc1ccc([N+](=O)[O-])cc1)c1cncc(Br)c1	8%	-1.9%[10.1 µM]	-25%[9.22 µM]	-1%	-2%	3%	/
N#Cc1ccc(C(=O)NCC(c2ccco2)N2CCCC2)cc1 (stereo not drawn)	-12%[38.3 µM]	-0.1%	-12%	-6%[46.1 µM]	-4%	1%	?
CC(=O)c1sc2nc(-c3ccco3)ccc2c1N	/	6.8%	7%[9.22 µM]	-28%	/	/	/
CN(CCc1ccccn1)c1ncnc2[nH]ncc12	4%[38.3 µM]	2.4%	?	1%[46.1 µM]	8%	-7%	0%
O=c1c2[nH]c3ccccc3c2ncn1CCN1CCOCC1	-2%[38.3 µM]	0.8%	-8%	-5%[46.1 µM]	6%	1%	5%
